Smad3 FoxH1 inh: Smad3/FoxH1 peptide binding inhibitors, primary screen, biochemical, TR-FRET. Mothers against decapentaplegic homolog 3 (Homo sapiens), P84022. TR-FRET Smad3/Dy647-FoxH1 peptide binding, europium anti-His. inhibition, % at 25 µM. hit rate 0.29% among 88,000. AID 630, 2007;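 active = compounds that reduce the energy-transfer binding signal between the protein and its labelled peptide by more than half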;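 note: 0% = Smad3 plus labelled peptide maximal FRET and 100% = peptide-only background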
VCAM1 TNFa inh: inhibitors of TNFa-induced VCAM1 expression, primary screen, imaging, HUVEC, TNFa stimulus, immunofluorescence; HUVEC TNFa-induced VCAM-1 immunofluorescence, high-content imaging; inhibition, % at 2 µM; hit rate 0.48% among 95,000; AID 802, 2007;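 active = inhibition above the batch mean plus 3 SD, with images confirmed as a hit by eye, cut at about 37% in these data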;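 note: 0% = TNF-stimulated DMSO wells and 100% = unstimulated control wells; not every result past the cut was called active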
HUVEC tox TNFa: cytotoxicity in TNFa-stimulated HUVEC, primary screen, cytotoxicity control for VCAM1 expression modulator project, imaging, Hoechst nuclei count; HUVEC TNFalpha-stimulated, Hoechst cell count; cell count reduction, % at 2 µM; hit rate 0.17% among 93,000;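 active = cell count reduction exceeding the screen mean by over 5 SD, scaled to untreated wells per plate, cut at about 78% in these data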;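 note: cells counted after 24 h of TNF alpha exposure following the 1 h pretreatment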
HUVEC prolif 384: inhibitors of HUVEC proliferation, primary screen, cell-based, 384-well. CellTiter-Glo luminescence, 72 h; hits give low values. viability, % at 10 µM (by protocol). hit rate 1.1% among 86,000. AID 648, 2007;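 active = viability at or below 30%; inactive = viability above 30%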;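 note: 100% = median luminescence of DMSO-only cell control wells on each plate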
Fibroblast inh: antiproliferative effect on LL 47 fibroblasts – human, LL 47 cells, CellTiter-Glo luminescence, primary screen; LL 47 human lung fibroblast viability, ATP luminescence; hits give low values; viability, % at 10 µM; hit rate 1.1% among 85,000;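 active = viability at or below 50% in the single dose screen; inactive = viability above 50%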;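 note: compound exposure lasted 72 h before the ATP readout; 100% = median luminescence of untreated cell-only wells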
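Test system: LL 47 human lung fibroblasts; Quantity: 1,150 cells/well; Buffer or medium: IMEM plus 15% FBS; Dosing: tenfold compound dosing solution, DMSO at 0.1%; Timing: overnight cell rest, 72 h compound treatment at 37 °C; Detection: ATP-based CellTiter-Glo luminescent readout; Read-out basis: viability percentage against median untreated-cell control; Controls: cell-only wells, no compound.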
IL1B cytotox: cytotoxicity in IL-1B stimulated HUVEC, primary screen, cytotoxicity control for IL-1B NFkB translocation project, imaging, Hoechst nuclear count, IL-1B stimulus; HUVEC cell count loss; hit rate 0.41% among 94,000; AID 845, 2007; cell count reduction, % at 2 µM;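 active = cell count reduction more than 3 SD above the screen-wide mean, cut at about 70% in these data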;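 note: normalized per plate to untreated control cells as the no-loss baseline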
Pyk2 oligo antag: antagonists of Pyk2 self-association, primary screen, Q293 cells, FERM NanoBiT luminescence, HTS; Protein-tyrosine kinase 2-beta (Homo sapiens), Q14289; hits give low values; AID 1347419, 2020; hit rate 0.83% among 99,000; z-score (the deposit names both 25 µM and 10 µM);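 active = Z-score of -3 or lower, scaled per plate to the spread of control and sample wells; inactive = z-score above -3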;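 note: negative z-score means lost luminescence so less FERM oligomerization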
Target sequence (Q14289 whole entry, looked up): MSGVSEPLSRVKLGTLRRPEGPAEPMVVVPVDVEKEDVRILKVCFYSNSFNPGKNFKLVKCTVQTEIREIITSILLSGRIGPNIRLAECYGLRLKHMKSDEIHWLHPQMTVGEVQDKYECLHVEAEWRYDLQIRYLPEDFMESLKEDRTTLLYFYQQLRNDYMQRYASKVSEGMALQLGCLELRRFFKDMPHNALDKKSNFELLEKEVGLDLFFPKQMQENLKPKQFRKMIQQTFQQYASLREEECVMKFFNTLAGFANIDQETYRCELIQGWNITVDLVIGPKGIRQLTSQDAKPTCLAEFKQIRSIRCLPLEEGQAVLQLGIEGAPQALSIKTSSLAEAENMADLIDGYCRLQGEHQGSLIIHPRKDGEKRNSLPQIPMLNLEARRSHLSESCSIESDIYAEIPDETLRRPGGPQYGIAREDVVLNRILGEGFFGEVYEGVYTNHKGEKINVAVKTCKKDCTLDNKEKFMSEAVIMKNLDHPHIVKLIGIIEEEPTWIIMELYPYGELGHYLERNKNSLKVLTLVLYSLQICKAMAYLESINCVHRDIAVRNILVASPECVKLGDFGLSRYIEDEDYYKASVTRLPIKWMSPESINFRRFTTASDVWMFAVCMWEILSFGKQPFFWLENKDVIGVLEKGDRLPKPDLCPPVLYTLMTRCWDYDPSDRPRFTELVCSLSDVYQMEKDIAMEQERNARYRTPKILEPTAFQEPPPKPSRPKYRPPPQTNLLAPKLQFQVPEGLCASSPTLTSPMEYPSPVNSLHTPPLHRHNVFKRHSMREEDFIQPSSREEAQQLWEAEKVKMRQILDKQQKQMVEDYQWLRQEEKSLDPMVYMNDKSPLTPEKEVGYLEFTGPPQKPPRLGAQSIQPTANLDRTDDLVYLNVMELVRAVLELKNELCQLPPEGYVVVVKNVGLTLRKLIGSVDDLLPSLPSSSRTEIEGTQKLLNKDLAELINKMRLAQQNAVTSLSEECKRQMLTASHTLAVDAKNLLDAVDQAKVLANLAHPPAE
H69AR growth 86K: proliferation blockers of H69AR lung cancer cells, primary screen, cell-based, human, 86K library | H69AR lung tumor viability, ATP luminescence, 72 h; hits give low values | viability, % at 10 µM | hit rate 6% among 85,000 | AID 598, 2007;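 active = viability at or below 40%; inactive = viability above 40%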;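 note: multidrug resistant small cell line overexpressing MRP-1 efflux transporter; 100% = mean luminescence of untreated control wells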
F-actin modifier: modifiers of F-actin cytoskeleton organization, primary screen, imaging, HUVEC, phalloidin staining, high-content imaging. inhibition, % at 2 µM. HUVEC TNFa F-actin phalloidin imaging. hit rate 0.18% among 91,000;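 active = inhibition above the batch mean plus 3 SD and confirmed as a hit by visual image inspection, cut at about 30% in these data, passing the limit was not always enough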; note: strong numbers were not always called active
* = called active by the depositor; . = not tested or not shown; & = joins results of further samples; [ ] = another dose, or the depositor's remark. This is a subset; rates above refer to the full screens.

1) COc1ccc(N2CCN(S(=O)(=O)c3ccc4c(c3)CCCC4)CC2)c([N+](=O)[O-])c1
2) O=C(c1ccc(Br)cc1)c1cc(-c2ccccn2)c(N2CCOCC2)s1
3) Cc1nc(-c2ccccc2)cc(N2CCCC2)n1
4) CNC(=O)c1nn(-c2ccc(Cl)cc2)ccc1=O
5) CCOC(=O)c1cnc(-n2nc(C)cc2C)nc1N(CC)CC
6) Cn1c(=O)c2c(ncn2CC(COCc2ccccc2Cl)OCc2ccccc2Cl)n(C)c1=O (stereo not drawn)

entry no.,1,2,3,4,5,6
HUVEC prolif 384,.,.,.,.,99,81
H69AR growth 86K,.,.,.,.,36*,78
Pyk2 oligo antag,-1.8,-0.28,-0.19,1.1,0.36,0.16
F-actin modifier,17,-12,-2,11,.,-24
VCAM1 TNFa inh,15,19,-61,9,.,12
Fibroblast inh,.,.,.,.,87,95
Smad3 FoxH1 inh,.,.,.,.,13,0
HUVEC tox TNFa,-8,-18,-1,1,.,4
IL1B cytotox,14,-13,-49,7,.,9

7) COc1ccc(NC(=O)c2ccco2)c(NC(=O)Cc2cccs2)c1
8) CCCCN(CCCC)S(=O)(=O)c1ccc(NS(=O)(=O)c2ccc(NC(C)=O)cc2)cc1
9) Cc1ccc(S(=O)(=O)NC(=O)Nc2cc(C)ccc2F)cc1
10) Cc1ccc(/C=N/n2nnnc2N)o1
11) O=C(c1cc2nc3c(c(C(F)(F)F)n2n1)CCc1ccccc1-3)N1CCN2CCCC2C1 (stereo not drawn)
12) O=C(Nc1ccccc1-c1nc2ccccc2s1)c1cccnc1Cl

entry no.,7,8,9,10,11,12
HUVEC prolif 384,93,71,96,92,87,.
H69AR growth 86K,98,100,89,94,94,.
Pyk2 oligo antag,0.44,-2.2,0.59,-0.44,.,-0.51
F-actin modifier,3,5,-20,0,.,0
VCAM1 TNFa inh,16,2,-2,-6,.,15
Fibroblast inh,104,92,.,98,106,.
Smad3 FoxH1 inh,10,2,-7,-5,9,.
HUVEC tox TNFa,-28,-10,-9,5,.,-13
IL1B cytotox,-18,5,15,-2,.,5

13) CN1C(=O)N(c2ccccc2)C(Nc2nncs2)C1(C)C (stereo not drawn)
14) CCc1ccc(C(C(=O)NC2CCCCC2)N(C(=O)CNC(=O)c2ccco2)c2cccnc2)cc1 (stereo not drawn)
15) CC1(C(=O)NCc2ccccc2)Oc2ccccc2NC1=O (stereo not drawn)
16) Cn1c(CO)cnc1SCc1c(Cl)cccc1Cl
17) Cc1ccc(C(CC(=O)O)C2CCOC(C)(C)C2)cc1 (stereo not drawn)
18) NC(=O)C1CCN(C(=O)COc2cccc3ccccc23)CC1

entry no.,13,14,15,16,17,18
HUVEC prolif 384,81,97,95,.,97,94
H69AR growth 86K,94,93,91,.,83,97
Pyk2 oligo antag,1.1,.,-0.19,0.65,-0.15,0.71
F-actin modifier,26,-7,-9,5,.,10
VCAM1 TNFa inh,-10,-13,14,4,9,10
Fibroblast inh,98,105,101,.,100,102
Smad3 FoxH1 inh,8,2,19,.,11,13
HUVEC tox TNFa,-14,3,-8,3,-24,-28
IL1B cytotox,-3,20,5,-27,-14,-4

19) CC(C)c1nnc(N2C(=O)c3oc4ccccc4c(=O)c3C2c2ccco2)s1 (stereo not drawn)
20) COc1ccc(-n2c(Cn3nnc4ccccc43)nnc2SCC(=O)O)cc1
21) CCC(CC)C(=O)NCCc1cc2ccc(C)cc2[nH]c1=O
22) CCOC(=O)c1[nH]c2ccc(C)cc2c1N
23) Cc1ccc(C)c(NC(=O)CSc2nnc(-c3ccccc3)o2)c1
24) CCCCS(=O)(=O)c1sc2nc3c(cc2c1N)CCCC3

entry no.,19,20,21,22,23,24
HUVEC prolif 384,.,93,101,93,102,114
H69AR growth 86K,.,95,91,105,71,88
Pyk2 oligo antag,-1.3,-0.22,.,0.04,.,-1.2
F-actin modifier,-21,27,-4,.,6,11
VCAM1 TNFa inh,22,4,11,.,17,20
Fibroblast inh,.,93,99,95,108,106
Smad3 FoxH1 inh,.,6,6,11,-4,2
HUVEC tox TNFa,0,-9,-5,.,-23,-16
IL1B cytotox,-38,2,-36,.,-18,-13

25) Cc1c(C(=O)OCC(=O)c2c(N)n(CC(C)C)c(=O)n(C)c2=O)oc2ccccc12
26) CCOC(=O)c1cc(C(C)(C)C)oc1CNC(=O)c1c(C)oc2c1CCCC2
27) Cc1ccc(C(=S)NCS(=O)(=O)c2ccc(C)cc2)cc1
28) Cc1ccc2nc3c(cc(C(=O)NCC4CCCO4)c(=N)n3CCCOC(C)C)c(=O)n2c1 (stereo not drawn)
29) COC(=O)c1cc(Br)c(=O)n(-c2ccc(C(C)=O)cc2)c1
30) CN(C)CCOC(=O)C1(c2ccccc2)CCOCC1

entry no.,25,26,27,28,29,30
HUVEC prolif 384,89,97,.,85,96,103&105
H69AR growth 86K,103,75,.,89,95,97&92
Pyk2 oligo antag,-1.4,-0.52,0.23,-0.33,.,-0.59&0.12
F-actin modifier,-9,-19,-14,-2,.,4&14
VCAM1 TNFa inh,14,-1,6,-2,.,-4&13
Fibroblast inh,84,93,.,97,101,101&96
Smad3 FoxH1 inh,9,-6,.,5,4[fluorescence artefact?],-8&5
HUVEC tox TNFa,-8,1,-7,-26,.,-18&7
IL1B cytotox,-10,-8,-23,-54,.,-24&-22

31) O=C(O)c1cnn(-c2ccccc2)c1-n1cccc1
32) Cc1csc(NC(=O)CCSCCc2ccccn2)n1
33) Cc1c(NC(=O)c2ccccc2F)c(=O)n(-c2ccccc2)n1C
34) CCN(CC)C(=O)c1cn(C)c2ccc(S(=O)(=O)N(CC)CC)cc2c1=O
35) C1=C(CCNC2=NCCCCC2)CCCC1
36) O=S(=O)(c1ccc(S(=O)(=O)N2CCCC3(CCCCC3)C2)cc1)N1CCCCC1

entry no.,31,32,33,34,35,36
HUVEC prolif 384,.,97,99,78,100,79
H69AR growth 86K,.,91,92,107,93,35*
Pyk2 oligo antag,.,.,-0.34,0.54,0.56,0.46
F-actin modifier,4,-17,-1,.,-31,-21
VCAM1 TNFa inh,5,-2,13,.,-10,2
Fibroblast inh,.,98,109,94,99,84
Smad3 FoxH1 inh,.,3,-13,19[fluorescence artefact?],-20,-8
HUVEC tox TNFa,-28,-11,8,.,-9,-19
IL1B cytotox,5,6,-1,.,-12,-96

37) O=C(Cn1nc(Cl)nc1Cl)c1cc2ccccc2oc1=O
38) O=C(c1cnn2cccnc12)N1CCN(c2ccccc2)CC1
39) Cc1ccc(C)c(NC2=NCC(=O)N2c2ccc3c(c2)OCCO3)c1
40) CC1(C)Cc2c(C#N)c(OCC(=O)c3ccc(Cl)cc3)nc(-c3ccoc3)c2CO1
41) COc1ccc(Cc2nnc(SCC(=O)N3CCN(c4ccccc4)CC3)o2)cc1
42) CCO/C([O-])=N/c1c[n+](N2CCOCC2)no1

entry no.,37,38,39,40,41,42
HUVEC prolif 384,90,98,103,76,106,103
H69AR growth 86K,32*,105,100,50,85,97
Pyk2 oligo antag,-0.36,1.3,-0.34,1.3,1.2,.
F-actin modifier,-5,-4,8,29,3,.
VCAM1 TNFa inh,14,13,-23,-44,12,.
Fibroblast inh,99,103,120,39*,97,99
Smad3 FoxH1 inh,6,-6,-8,6,0,13
HUVEC tox TNFa,-25,-1,-26,-70,-20,.
IL1B cytotox,5,14,-29,-17,-12,.

43) Cc1ccc(-n2c(=O)cc(N3CC(C)CC(C)C3)[nH]c2=O)cc1 (stereo not drawn)
44) COCCn1c(SCc2nc3ccccc3s2)nc2ccccc21
45) Cc1ccc(NC(=O)c2ccc(N/N=C/c3cccc(O)c3)c([N+](=O)[O-])c2)cc1
46) Cc1cc(C)cc(-c2nnc(SCC(=O)c3ccc4c(c3)OCCO4)o2)c1
47) CCC(C(=O)NC(C)(C)C)N(C(=O)Cn1nnc(-c2cccs2)n1)c1cnc2ccccc2c1 (stereo not drawn)
48) CC1CN(Cc2nc3c(c(=O)[nH]c(=O)n3C)n2CC(N)=O)CC(C)O1 (stereo not drawn)

entry no.,43,44,45,46,47,48
HUVEC prolif 384,101,95,.,99,100,113
H69AR growth 86K,90,83,.,83,88,98
Pyk2 oligo antag,-0.28,-0.36,-0.98,1.2,-0.42,.
F-actin modifier,6,3,-30,-3,-20,-14
VCAM1 TNFa inh,-6,2,34,-12,-1,7
Fibroblast inh,102,86,.,102,100,97
Smad3 FoxH1 inh,-13,8,.,11,-2,-3
HUVEC tox TNFa,0,-3,34,-9,8,-6
IL1B cytotox,-3,6,-22,-26,6,-34

49) O=S(=O)(c1ccccc1)c1cnc(-c2cccnc2)nc1-c1ccc(Cl)c(Cl)c1
50) COc1ccc(CNn2c(-c3cccc(C)c3)nc3ccccc3c2=O)cc1OC
51) Cc1nn(-c2ccccc2)c(Cl)c1C(=O)N1CCN(c2ncnc3c2cnn3-c2ccccc2)CC1
52) Cc1ccc(CNC(=O)c2ccc(N3CCCC3=O)cc2)cc1

entry no.,49,50,51,52
HUVEC prolif 384,.,74,2.7*,104
H69AR growth 86K,.,86,34*,101
Pyk2 oligo antag,0.34,-1.1,-1.8,0.02
F-actin modifier,18,10,13,-2
VCAM1 TNFa inh,11,-1,-15,-3
Fibroblast inh,.,89,55,111
Smad3 FoxH1 inh,.,4,0,1
HUVEC tox TNFa,1,-14,-5,-24
IL1B cytotox,-15,-94,-2,9

Of the compounds above, these contain two or more sulfur atoms:
8) CCCCN(CCCC)S(=O)(=O)c1ccc(NS(=O)(=O)c2ccc(NC(C)=O)cc2)cc1
24) CCCCS(=O)(=O)c1sc2nc3c(cc2c1N)CCCC3
27) Cc1ccc(C(=S)NCS(=O)(=O)c2ccc(C)cc2)cc1
32) Cc1csc(NC(=O)CCSCCc2ccccn2)n1
36) O=S(=O)(c1ccc(S(=O)(=O)N2CCCC3(CCCCC3)C2)cc1)N1CCCCC1
44) COCCn1c(SCc2nc3ccccc3s2)nc2ccccc21

entry no.,8,24,27,32,36,44
HUVEC prolif 384,71,114,.,97,79,95
H69AR growth 86K,100,88,.,91,35*,83
Pyk2 oligo antag,-2.2,-1.2,0.23,.,0.46,-0.36
F-actin modifier,5,11,-14,-17,-21,3
VCAM1 TNFa inh,2,20,6,-2,2,2
Fibroblast inh,92,106,.,98,84,86
Smad3 FoxH1 inh,2,2,.,3,-8,8
HUVEC tox TNFa,-10,-16,-7,-11,-19,-3
IL1B cytotox,5,-13,-23,6,-96,6

Screening results deposited in PubChem by several laboratories.
